From PubChem
hcGAS lum: Primary biochemical luminescence assay for human cyclic GMP-AMP synthase inhibitors. Q8N884. inhibition, % at 12.5 µM. hit rate 0.081% among 290,000. recombinant h-cGAS, ATP depletion, Kinase-Glo luminescence;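 also: 0% = vehicle reaction and 100% = reaction without DNA for no activity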
Target sequence (Q8N884 whole entry, looked up): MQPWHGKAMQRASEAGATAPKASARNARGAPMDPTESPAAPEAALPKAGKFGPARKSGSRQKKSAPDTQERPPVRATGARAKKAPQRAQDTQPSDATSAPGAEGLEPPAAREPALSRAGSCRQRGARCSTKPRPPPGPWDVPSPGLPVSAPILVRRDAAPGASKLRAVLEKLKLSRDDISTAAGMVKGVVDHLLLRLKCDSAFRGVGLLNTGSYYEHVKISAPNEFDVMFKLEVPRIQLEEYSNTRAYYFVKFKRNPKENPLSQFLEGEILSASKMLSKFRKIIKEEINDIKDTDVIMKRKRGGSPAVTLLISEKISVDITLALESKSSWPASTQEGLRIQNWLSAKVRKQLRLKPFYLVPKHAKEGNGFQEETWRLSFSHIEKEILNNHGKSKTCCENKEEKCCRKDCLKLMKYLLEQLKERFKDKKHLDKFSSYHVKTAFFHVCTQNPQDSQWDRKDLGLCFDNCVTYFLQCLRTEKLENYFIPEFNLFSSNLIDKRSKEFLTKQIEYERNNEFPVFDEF
NPYLR7 agonist: agonists of mosquito NPYLR7 receptor, primary screen, cell-based, Aedes aegypti, calcium fluorescence, mosquito biting behavior; Aedes aegypti neuropeptide Y-like receptor 7 (NPYLR7); HEK293T NPYLR7/Galpha15, GCaMP6s calcium fluorescence; activation, % at 10 µM; hit rate 0.15% among 270,000; AID 1259423, 2018; in the data active = activation above about 40%;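 also: 0% = vehicle and 100% = reference agonist at the receptor; some compounds past the cut are filed as inactive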
mcGAS inh: cyclic GMP-AMP synthase inhibitors, mouse, primary biochemical chemiluminescence. Q8C6L5. AID 1259399, 2018. recombinant cGAS, Kinase-Glo ATP depletion luminescence. inhibition, % at 12.5 µM. hit rate 0.15% among 160,000;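 also: 0% = negative control wells and 100% = reference inhibitor with no enzyme activity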
The depositor's hits bear a star; · = not tested or not shown; & = joins results of further samples. Rule as the data show it, unless noted: active = inhibition above about 40%; inactive = the rest.

Values run as follows: NPYLR7 agonist, hcGAS lum, mcGAS inh
- CC1CCC(NC(=O)CN2CCCN(c3ccc(C#N)cc3)CC2)CC1 (stereo not given)
  8, -15, -6
- COc1cccc2c1OCCCN(c1nc(C)nc3c1cnn3C)C2
  25, -3, -17
- CCc1ccc(CN2CCCC(CNC(=O)C=C(C)C)C2)nc1 (stereo not given)
  -2, 0, ·
- CCCN1C(=O)c2ccccc2NC1c1cc(C(=O)OC)c(C)o1 (stereo not given)
  1, -8, -16
- CCOCCCn1c(SCc2ccc(Cl)c(C(F)(F)F)c2)nc2cc(C(=O)OCC)ccc21
  6, -7, -7
- CSC1=NCCCN1
  1, -7, ·
- COc1ccc(-n2c(SCc3ccccc3C#N)nnc2-c2ccccc2F)cc1
  ·, -2, 1
- Cc1cnn(CC(=O)NCc2ccc(N3CCCCC3)cc2)c1
  11, 3, ·
- COc1ccc(CCNC(=O)Nc2cccc3[nH]c([C@@H]4O[C@H](CO)[C@@H](O)[C@H](O)[C@H]4O)nc23)cc1Br
  17, -5, -4
- COc1cc(Nc2cc3c(cn2)nc(C)n3C)cc(OC)c1OC
  6, 1, -1
- Cc1cc(CC(C)NC(=O)c2cn[nH]c2-c2cccc(F)c2)n[nH]1 (stereo not given)
  12, 1, ·
- C=CCOC(CN1CCN(C(=O)CC2NC(=O)NC2=O)CC1)c1cccc(N2CCCC2)c1 (stereo not given)
  ·, -4, -7
- COc1ccc(Cl)cc1C(=O)N1CCCC1C(=O)N(C)Cc1cccc(Cl)c1 (stereo not given)
  6, -8, ·
- COC(=O)c1ccc(COC(CN2CCN(C(=O)c3ccc(Cl)c(Cl)c3)CC2)c2ccc(Cl)cc2)cc1 (stereo not given)
  ·, -11, -6
- CCc1cc(C(=O)N2CC(=O)N(C3CCCCC3)CC(OCc3ccccc3)C2)no1 (stereo not given)
  3, -1, -12
- CCOc1ncccc1CN1CCCC(C(=O)N2CCC[C@H]2C(=O)OCc2ccccc2)C1 (stereo not given in full)
  0, -5, -4
- COc1cc(N=c2scc(-c3ccccc3)n2Cc2ccc(Cl)cc2)cc(OC)c1
  -4, -3, -5
- Cc1ccccc1C(=O)N1C(C(=O)NCc2cccc(C(F)(F)F)c2)COC12CCN(C(=O)Cc1cccs1)CC2 (stereo not given)
  1, -4, -5
- COCC(=O)N1CCCN(Cc2cc(F)ccc2-n2cccn2)CC1
  24, -6, ·
- COc1cc(F)ccc1N(C)C(=O)CCn1ccnn1
  -5, -11, ·
- CCS(=O)(=O)Oc1ccc(CN(CC(C)C)C(=O)c2ccc3ccccc3c2)cc1
  -6, 1, -2
- O=C(O)CC(NC(=O)CC12CC3CC(CC(C3)C1)C2)C(F)(F)F (stereo not given)
  5, -10, ·
- NC(=O)NNC(=S)NC1CCCCC1
  5, -4, ·
- Cc1cccnc1CN1CCN(Cc2cnc(-c3cccs3)nc2)CC1
  5, -3, -7
- Nc1nnc(SCc2cccc(F)c2)s1
  2, -2, ·
- O=c1[nH]nc(Cc2ccncc2)c2ccccc12
  8, -6, -5
- Cn1cc(C(=O)NCc2c(F)cccc2F)c2nn(-c3ccccc3)c(=O)c-2c1
  13, -5, -9
- Cc1c(C#N)c2nc3ccccc3n2c(=O)c1=CC1C(=O)NN(c2cccc(Cl)c2)C1=O (stereo not given)
  1, 6, 2
- CCN(CC)Cc1cnc2c(C(=O)NC(C)c3ncc[nH]3)cnn2c1 (stereo not given)
  1, -6, -15
- Cc1ccc(OCc2occc2C(=O)N2CC[C@H](CO)[C@@H](O)C2)cc1
  8, -10, ·

Grouped by structure: those above with a CF3 group
Values run as follows: NPYLR7 agonist, hcGAS lum, mcGAS inh
- CCOCCCn1c(SCc2ccc(Cl)c(C(F)(F)F)c2)nc2cc(C(=O)OCC)ccc21
  6, -7, -7
- Cc1ccccc1C(=O)N1C(C(=O)NCc2cccc(C(F)(F)F)c2)COC12CCN(C(=O)Cc1cccs1)CC2 (stereo not given)
  1, -4, -5
- O=C(O)CC(NC(=O)CC12CC3CC(CC(C3)C1)C2)C(F)(F)F (stereo not given)
  5, -10, ·

More compounds.
Values run as follows: NPYLR7 agonist, hcGAS lum, mcGAS inh
- COc1ccc2ccccc2c1-c1nc2ccc(Br)cc2c(=O)n1Cc1ccccc1
  -1, -3, -8
- Clc1ccc(/C=C/CNc2nn[nH]n2)cc1
  2, -5, -7
- O=C(C1=COCCO1)N(CCCN1CCOCC1)c1nc2ccccc2s1
  1, -7, -9
- Cc1cc(Cl)ccc1N1CCN(C(=O)c2ccc(Br)cc2)C(C)C1=O (stereo not given)
  0, -4, -5
- CC(=O)C1=C(C)Nc2ncnn2C1c1ccc(Cl)cc1 (stereo not given)
  7, -9, -7
- CNc1nc2cnc(Nc3ccccc3)cc2n1-c1cc(OC)c(OC)c(OC)c1
  6, -4, -8
- COc1cc(CNC2CCC3CCCCC3C2)cc(OC)c1OC (stereo not given)
  7, 0, ·
- CCN(CC)C(=O)[C@@H]1C[C@H](N)CN1C(=O)c1cccc2[nH]c(C)nc12
  29, -3, ·
- Cc1cc(C)nc(NNC(=S)NC2CC3CCC2C3)n1 (stereo not given)
  14, -4, ·
- O=C(Nc1cc(Cl)cc(Cl)c1)c1occc1COc1ccccc1
  3, 2, 1
- Cc1ccc(-n2nc(-c3ccc(Cl)cc3)cc2NC(=O)c2ccc(F)c(C(F)(F)F)c2)cc1
  0, -8, -6
- Cc1cnn(CCC(=O)N2CCC(=O)N(CC3CC3)C(C(C)C)C2)c1 (stereo not given)
  2, -7, -15
- Cc1c(S(=O)(=O)N2CCCC(C)C2)c(C)n(C)c1C(=O)N1CCCCC1C (stereo not given)
  ·, -12, -6
- CC(C)COc1ccc(C(O)c2ccccc2)cc1 (stereo not given)
  -6, -1, ·
- COc1ccc(F)c(CN2CCC(N3CCC(O)CC3)CC2)c1Cl
  5, -5, ·

The closing 4 compounds of the section above are carried over, then new ones follow.
Values run as follows: NPYLR7 agonist, hcGAS lum, mcGAS inh
- Cc1cnn(CCC(=O)N2CCC(=O)N(CC3CC3)C(C(C)C)C2)c1 (stereo not given)
  2, -7, -15
- Cc1c(S(=O)(=O)N2CCCC(C)C2)c(C)n(C)c1C(=O)N1CCCCC1C (stereo not given)
  ·, -12, -6
- CC(C)COc1ccc(C(O)c2ccccc2)cc1 (stereo not given)
  -6, -1, ·
- COc1ccc(F)c(CN2CCC(N3CCC(O)CC3)CC2)c1Cl
  5, -5, ·
- Cc1ccc(-n2cccn2)c(CN2CCC(n3nccc3NC(=O)C3CC3)CC2)c1
  6&0, -6&-7, ·
- CN(C)S(=O)(=O)c1ccc(C(=O)Nc2c3c(nn2CC(=O)NCc2ccco2)CSC3)cc1
  -4, -3, -1
- CC(C)S(=O)(=O)Oc1ccc(CN(Cc2ccc(F)cc2)C(=O)c2cccc(F)c2)cc1
  15, -7, -5
- COc1ccc2c(c1)CC(NCCOc1ccccc1F)CC2 (stereo not given)
  12, -7, ·
- O=C(c1cccc(F)c1)N1CCCC(OCC2CC2)C1 (stereo not given)
  -16, 1, -3
- OCCSc1nc2c(n1-c1ccccc1)CCCC2
  0, -3, ·
- CC(C)CC(=O)N1CCN(c2cnn(-c3ccccc3)c(=O)c2Cl)CC1
  29, -11, ·
- CN(C)c1ccc(C(=O)N2CCNC(=O)C2Cc2ccccc2)cc1 (stereo not given)
  13, -2, ·
- N#Cc1cccc(S(=O)(=O)Nc2ccc(OC(F)F)cc2)c1
  8, -9, -6
- CS(=O)(=O)c1ccc(CC(=O)N(Cc2ccccn2)c2nc3c(Cl)cccc3s2)cc1
  25, -2, ·
- CCc1nc(C)c(C(=O)NCC2CCCN(Cc3ccco3)C2)o1 (stereo not given)
  7, -8, -9
- O=S(=O)(c1ccccc1Cl)N1CCN(c2nccc(-c3ccc4c(c3)OCO4)n2)CC1
  6, 2, 2
- COc1ccccc1C1=NN(C(=O)CN2CCC3(CC2)OCCO3)C(c2ccc(Cl)cc2)C1 (stereo not given)
  4, -5, -5
- C=CCCC(O)CN(CC(=O)N1CCc2sccc2C1COc1ccc(C)cc1)CC1CCCO1 (stereo not given)
  8, -4, -6
- CN1CCN(C(=O)C(F)(F)C(F)(F)OC(F)(F)F)CC1
  -8, -7, ·
- O=C(Nc1ccc(S(=O)(=O)N2CCOCC2)cc1)c1cccc(N2CCCC2=O)c1
  4, -6, ·
- COc1ccc(-c2cc3c(=O)n(CC(=O)NCc4ccc(Cl)cc4)ccn3n2)cc1
  6, -7, -9
- Cc1cc(OCC(=O)Nc2cc(F)ccc2C)nc(N2CCCC2)n1
  3, -2, -3
- CCOc1ccc(-n2c(Cn3cncn3)n[nH]c2=S)cc1
  -9, -3, ·
- COc1ccc(CCC(=O)Nc2cc(C)nn2-c2nc3c(cnn3-c3cccc(C)c3)c(=O)[nH]2)cc1
  ·, -9, -10
- Cc1ccc(S(=O)(=O)NCC(c2ccc3c(c2)CCCN3C)N2CCOCC2)s1 (stereo not given)
  2, -1, -8
- O=C(Cc1ccccc1)N(CCCN1CCOCC1)c1nc2c(F)cc(F)cc2s1
  -5, -3, -6
- CCOC(=O)c1ccccc1NC(=O)Cn1c(-n2nc(C)cc2C)nc2c(c1=O)CCCC2
  ·, 3, -1
- COc1ccc(CCNC(=O)Cn2ccn3nc(-c4ccc(Cl)cc4)cc3c2=O)cc1OC
  1, -6, -7
- C=CCN1CCC(C(=O)NC(c2ccc(F)cc2)c2ccccn2)CC1 (stereo not given)
  12, -4, -3
- Oc1c2nccnc2c(O)n1-c1ccc(Br)cn1
  6, -9, -2
- CCN(CC(=O)NC(C)C)C(=O)/C=C/c1cc(Cl)ccc1OC(F)F
  17, -10, -16
- Nc1nc(-c2ccccc2)c(-c2ccccc2)o1
  0, -5, ·
- CCOC(=O)c1ccc2c(c1)nc(SCc1cc(C(F)(F)F)ccc1F)n2Cc1ccco1
  1, -7, -6
- Cc1nnc(SC(=O)N2c3ccccc3Sc3ccccc32)s1
  3, -7, ·
- CNc1nc2cnc(Nc3cccc(C(C)C)c3)cc2n1CCOC
  7, -3, -5
- CC(O)(CC(=O)N1CCC2(CC1)Nc1ccccc1S(=O)(=O)N2)C(F)(F)F (stereo not given)
  0, 6, ·
- CCOC(=O)c1coc(N2CCCC3(CC2)CN(C)C(=O)O3)n1 (stereo not given)
  14, -4, -15
- Cc1nc(NC(=O)CN2CCN(S(=O)(=O)c3ccc(Cl)c(C(F)(F)F)c3)CC2)sc1C
  6, -4, -3
- CN(C)c1ccccc1NC(=O)COc1ccc(C#N)cc1
  -1, -6, ·
- COc1cccc(Oc2cnn(C)c(=O)c2Nc2ccc(C(=O)N3CCN(C(C)=O)CC3)cc2)c1
  16, -1, 1
- O=C(CSc1nnc(-c2ccc(Cl)cc2)o1)c1ccc2c(c1)OCO2
  -2, -8, ·
- COc1cccc(C(c2c(O)cc(C)n(Cc3ccco3)c2=O)N2CCCCC2)c1 (stereo not given)
  12, -10, ·
- O=C1NC2(CCCCCC2)NN1c1ccc(Cl)cc1
  3, -3, -1
- O=C1CSC(c2ccc(Br)cc2)N1Cc1ccco1 (stereo not given)
  -8, 11, -1
- Fc1ccccc1-c1nnc(SCc2ccccc2Br)o1
  3, 1, 0
- O=C1CN(C(=O)c2c(F)cccc2Cl)CC(OCc2ccccc2)CN1Cc1cccnc1 (stereo not given)
  9, -5, -15
- CC1C(=O)N(c2ccccc2-c2ccccc2)CCN1Cc1ccc(F)cc1 (stereo not given)
  -10, 1, 0
- O=C(O)COc1ccccc1CN1CCCN(c2ccc(F)cc2)CC1
  2, -2, -10
- Cc1oc(C(C)C)cc1C(=O)NCC1CCCN(S(C)(=O)=O)C1 (stereo not given)
  7, -8, -19
- COC(=O)C(c1ccc(F)cc1Cl)C1C=CC(NC(=O)c2cc(F)c(F)cc2F)C1 (stereo not given)
  4, -5, -5
- CN1CCCC1CCNC(=O)c1ccc(-c2cc(-c3ccc4c(c3)OCCO4)n[nH]2)cc1 (stereo not given)
  ·, -5, -5
- O=C(NCc1ccc2c(c1)OCO2)C1COC2(CCCCC2)N1C(=O)c1cccc([N+](=O)[O-])c1 (stereo not given)
  12, -6, -4
- Cc1ccccc1COc1cn(CC(=O)NC2CCCC2)c(CO)cc1=O
  6, -7, -6
- COc1ccc(-c2nc3ccc(C)cn3c2NC(=O)COc2ccccc2)cc1
  -4, -6, -8
- Cc1ccc(C2=NN(S(C)(=O)=O)C(c3ccccc3F)C2)cc1 (stereo not given)
  1, -2, -13
- O=C(C=Cc1ccc(F)cc1)NCc1ccccn1
  0, -7, -6
- O=C(CCN1CCOCC1)NC1CCCN(CCc2ccccc2)C1 (stereo not given)
  -2, 1, ·
- CN(C)c1ccc(-c2nc3cc(NC(=O)C4CCC4)ccc3o2)cc1
  ·, -8, -12
- COc1ccc2cc(C(=O)N(C)C3CCS(=O)(=O)C3)ccc2c1 (stereo not given)
  -3, -6, -10
- CN(C)c1ccc(CNC(=O)C2CCN(c3ccc(C(F)(F)F)cc3[N+](=O)[O-])CC2)cc1
  0, -6, -8
- COc1ccc(N2CCN(CCn3c(C)c(C)n4c5c(=O)[nH]c(=O)n(C)c5nc34)CC2)cc1
  -4, -5, -1
- COc1ccccc1-c1cc(C(=O)N2CCOC(C(F)(F)F)C2)[nH]n1 (stereo not given)
  7, -2, ·
- Cc1ccsc1C(CNC(=O)c1ccc2c(c1)no[n+]2[O-])N(C)C (stereo not given)
  -2, -8, ·
- COc1cc(C)cc(C(=O)Nc2cccc(CS(C)(=O)=O)c2)c1O
  15, -6, -16
- CC(=O)Nc1ccc(-n2ccnc2P(=O)(O)c2ccccc2)cc1
  13, 7, ·
